PPARg SRC2 recr: agonists of SRC-2 recruitment by human PPARgamma; P37231; PPARgamma LBD-SRC-2 recruitment, biochemical; activation, % at 8 µM; actives 0.34% (n = 200,000); in the data active = activation above about 22%;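 also: 0% = vehicle and 100% = reference agonist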
Target sequence (P37231 whole entry, looked up, the tested form may be a part): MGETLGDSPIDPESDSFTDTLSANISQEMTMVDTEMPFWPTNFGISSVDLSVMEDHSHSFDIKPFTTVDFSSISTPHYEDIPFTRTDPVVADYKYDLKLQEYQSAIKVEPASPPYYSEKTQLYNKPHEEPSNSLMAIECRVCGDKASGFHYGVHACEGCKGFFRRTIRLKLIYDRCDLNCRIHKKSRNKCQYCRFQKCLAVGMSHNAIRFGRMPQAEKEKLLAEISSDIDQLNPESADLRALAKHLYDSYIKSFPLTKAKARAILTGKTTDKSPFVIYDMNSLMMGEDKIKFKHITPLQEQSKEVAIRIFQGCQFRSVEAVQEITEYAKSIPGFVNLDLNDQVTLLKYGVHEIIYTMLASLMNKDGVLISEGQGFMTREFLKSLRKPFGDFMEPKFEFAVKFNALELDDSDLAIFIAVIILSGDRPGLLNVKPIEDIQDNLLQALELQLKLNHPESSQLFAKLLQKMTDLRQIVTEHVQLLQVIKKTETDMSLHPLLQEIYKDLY
TLR4-MyD88 BLA: inhibitors of human TLR4-MyD88 binding | O00206+Q99836 | HeLa CL3-4 TLR4/MyD88 BLA complementation, FRET ratio | inhibition, % at 8.4 µM | actives 0.18% (n = 200,000); in the data active = inhibition above about 25%;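 also: 0% = vehicle and 100% = reference inhibitor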
SRC2 TRFRET art: TR-FRET artefact, counter-screen to PPARgamma/SRC-2 agonist assay | hits give high values | TR-FRET ratio at 8 µM | actives 0.4% (n = 200,000) | AID 1049; in the data active = TR-FRET ratio above about 2000; also: inactives centre near 1500
STAT1 inh: reduces IFN-gamma driven STAT1 reporter signal | AID 920 | actives 0.35% (n = 200,000) | NIH 3T3 STAT1-luciferase reporter, luminescence | inhibition, % at 5.5 µM;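 active = inhibition above a set limit, the mean inhibition across all tested compounds plus 3 SD, cut at about 34% in these data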;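 also: 0% = IFN-gamma with DMSO and 100% = IFN-gamma with 300 µM nifuroxazide; values of inactives mirror those of a sister screen read the other way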
PPARg SRC3 recr: promotes SRC-3 coactivator recruitment by human PPARgamma; P37231; biochemical PPARgamma/SRC-3 coactivator recruitment assay; activation, % at 8 µM; actives 0.26% (n = 200,000); in the data active = activation above about 23%;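 also: 0% = DMSO and 100% = reference agonist; some compounds past the cut are filed as inactive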
ROMK mod: modulates human ROMK potassium channel activity. Tet-inducible ROMK, thallium flux fluorescence; actives lie on both sides. B-score at 10 µM. AID 1918. actives 2% (n = 130,000). P48048;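 active = signal ratio slope over the read window, or its plate-corrected B-score, at least 3 SD from the plate mean, either direction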;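 also: B-score of the F/F0 ratio slope over 7 to 12 s after thallium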
Target sequence (P48048 whole entry, looked up): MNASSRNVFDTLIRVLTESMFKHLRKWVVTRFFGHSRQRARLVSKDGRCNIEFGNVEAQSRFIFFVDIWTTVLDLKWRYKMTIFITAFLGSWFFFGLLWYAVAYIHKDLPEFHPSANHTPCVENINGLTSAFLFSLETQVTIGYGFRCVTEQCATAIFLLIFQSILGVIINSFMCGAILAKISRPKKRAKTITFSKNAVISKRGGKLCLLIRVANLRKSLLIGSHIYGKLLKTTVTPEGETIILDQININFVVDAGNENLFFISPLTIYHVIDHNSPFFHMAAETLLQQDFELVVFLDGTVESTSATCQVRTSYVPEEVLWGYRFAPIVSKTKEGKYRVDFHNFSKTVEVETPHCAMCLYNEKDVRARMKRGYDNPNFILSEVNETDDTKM
RAM inhibit: inhibitors of the yeast RAM network. S. cerevisiae dse1pr::URA3 reporter, 5-FOA growth OD615, 2 d; analog-sensitive cbk1-as2 kinase mutant strain. inhibition, % at 50 µM. actives 1.8% (n = 190,000). AID 868;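 active = inhibition above a set limit, 3 SD over mean compound inhibition, cut at about 8.4% in these data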;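 also: 0% = DMSO-only wells with no growth and 100% = 10 µM 1-NA-PP1 full growth; inhibition rescues growth on 5-FOA so higher OD means more RAM inhibition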
STAT3 blocker: reduces IL-6 driven STAT3 reporter signal | inhibition, % at 5.5 µM | U3A cells, IL-6 STAT3-luciferase reporter, luminescence; host cell line lacks STAT1 | actives 0.89% (n = 190,000);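 active = inhibition above the mean inhibition across all screened compounds plus 3 SD, cut at about 44% in these data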;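 also: 0% = DMSO only wells and 100% = 100 µM nifuroxazide control wells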
STAT3 act: increases IL-6 driven STAT3 reporter signal. U3A cells, IL-6 STAT3-luciferase reporter, luminescence; 100% = signal with IL-6 EC80 alone. activation (% of control), % at 5.6 µM. actives 0.91% (n = 190,000). AID 871;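 active = activation above the screen-wide mean of compound activation plus 3 SD, cut at about 130% in these data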;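 also: 0% = background luminescence of wells with medium and substrate only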
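Test system: human U3A cells carrying STAT3-luciferase construct; control set: IL-6-only wells as 100% reference; timing: compound pre-incubation 1 h before IL-6, then 6 h stimulation at 37 °C; also added: IL-6 stimulus at 33 ng/mL final; evaluation: % activation versus median of IL-6-stimulated wells; detection: reporter luminescence signal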
S1P3 antag: blocks the human S1P3 receptor; CHO S1P3 NFAT-BLA reporter, FRET fluorescence, antagonist mode; inhibition, % at 4.98 µM; actives 0.27% (n = 170,000); AID 485;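 active = inhibition above the plate cutoff, the mean inhibition of test wells on that plate plus 3 SD, cut at about 28% in these data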;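 also: cells challenged with S1P at its EC80 of 0.8 µM; blue over green emission ratio from cleaved BLA substrate after 4 h stimulation; 0% = S1P-stimulated wells and 100% = unstimulated DMSO-only wells; some compounds past the cut are filed as inactive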
PPARg SRC-1 ag: agonists of human PPARgamma SRC-1 coactivator recruitment. P37231. PPARgamma-SRC-1 coactivator recruitment biochemical assay. activation, % at 8 µM. actives 0.41% (n = 200,000). AID 631; in the data active = activation above about 19%;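 also: 0% = DMSO and 100% = reference agonist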
Starred values were filed as active, the others as inactive; x = not tested or not shown.

SMILES	PPARg SRC2 recr	TLR4-MyD88 BLA	SRC2 TRFRET art	STAT1 inh	PPARg SRC3 recr	ROMK mod	RAM inhibit	STAT3 blocker	STAT3 act	S1P3 antag	PPARg SRC-1 ag
COc1ccc(Cl)cc1NC(=O)COC(=O)c1cc(NS(=O)(=O)c2cccs2)ccc1O	10	-10	1498	0	0	1.1	11*	-2	102	5	5
Cc1ccc(-c2cc(C(=O)O)n(-c3ccc(S(N)(=O)=O)cc3)n2)cc1	-1	-10	1571	12	0	-0.62	1.8	5	100	2	5
O=C(Nc1cn(-c2ccccc2)nc1-c1ccccc1)c1ccccc1	9	-1	1583	-9	2	-1.1	3.1	11	91	-1	-4
CCCN(Cc1cc2cc(OC)ccc2[nH]c1=O)C(=O)c1ccncc1	-1	7	1461	6	2	-0.044	0.1	12	96	-10	6
COc1ccc(C(=O)NNC(=O)CN2CCC(n3nnc4cc(C)ccc43)CC2)cc1	-7	-2	1436	-7	-4	0.014	0.1	-6	103	0	0
N#CC1=C(N)NC(SCC(=O)c2ccc(Br)cc2)=C(C#N)C12CCCCC2	-1	3	1357	19	-2	-0.85	4.0	-9	112	4	-3
Cc1ccccc1C(=O)NNC(=O)/C=C/c1ccccc1	-6	-22	1630	4	1	-0.89	1.5	30	81	-3	5
CCOC(=O)CNC(=O)N1CCCC(C(=O)c2cccc(Cl)c2)C1 (stereo not drawn)	3	-2	1621	-1	5	0.49	2.6	7	99	-13	2
CC(C)CCn1nnnc1CN1CCN(c2ccc(F)cc2)CC1	3	-5	1509	0	0	-0.044	-0.5	8	95	4	8
O=C(N/C(=C\c1ccc([N+](=O)[O-])cc1)C(=O)N1CCCCC1)c1ccccc1	3	5	1647	-11	1	0.73	2.0	-4	110	-9	-2
O=C(c1cccnc1NCc1ccccc1)N1CCOCC1	5	-2	1473	-3	6	x	0.3	2	102	-20	-5
Cc1nc(N2CCCCC2)c2sc(=S)n(C)c2n1	10	-12	1672	7	5	x	1.1	10	96	0	-1
O=C(C1CCCN(S(=O)(=O)c2cnc[nH]2)C1)N1CCN(c2ccc(Cl)cc2)CC1 (stereo not drawn)	5	-15	1638	2	7	x	1.1	12	94	-36	-3
O=C(N/N=C/c1ccccn1)c1ccco1	8	-5	1364	-7	2	0.08	-0.5	2	105	x	0
COc1cccc(N2CCN(C(=O)C3C4C=CC5(CN(Cc6ccccc6Cl)C(=O)C35)O4)CC2)c1 (stereo not drawn)	6	8	1639	0	2	x	1.3	4	100	x	3
CSc1cccc(NCc2ccc([N+](=O)[O-])cc2)c1	-5	-15	1500	-5	0	-1.2	0.3	3	99	-8	-2
Oc1cccc2ccc(/C=C/c3cccs3)nc12	-1	1	1448	0	12	x	-0.4	-53	148*	x	8
Cc1cc(Cl)cc(Cl)c1OCC(=O)NCc1ccco1	-5	-1	1425	-2	-14	-1	3.2	5	99	17	-3
Oc1ccc(/C=N/Nc2ccc(C(F)(F)F)cn2)cc1O	7	1	1505	-24	7	2.8	-0.2	21	85	-16	0
CCc1ccc(-c2nn(-c3ccccc3)cc2CSC(=N)N)cc1	-6	3	1374	-4	-1	x	2.8	2	98	-4	-3
Cc1nn(Cc2c(Cl)cccc2Cl)c(C)c1NC(=O)c1sc2ccccc2c1Cl	11	-1	1518	6	11	-0.027	0.7	18	86	x	6
CCOc1ccc(N(CC(=O)N2CCCC2)S(=O)(=O)c2c(C)noc2C)cc1	0	-2	1650	-1	-3	x	0.3	11	98	-4	-4
COc1cccc(/C(O)=C2/C(=O)C(=O)N(CCCN3CCOCC3)C2c2ccncc2)c1 (stereo not drawn)	-3	0	1500	-2	8	x	0.4	-7	106	x	3
COc1ccc(C(C)=O)cc1CN1CCCCC1	9	9	1663	-2	6	x	0.7	6	98	x	1
CN(C)CCCNc1cn[nH]c(=O)c1Cl	1	10	1590	-5	9	-0.059	0.8	4	101	x	4
O=C(N/N=C/c1ccco1)c1cc(-c2ccccc2)n[nH]1	-3	6	1648	-14	14	x	0.5	13	91	x	0
COc1ccc(NC(=O)NCCCN2CCCC2=O)c(OC)c1	13	-1	1539	7	12	x	-0.8	-2	103	x	6
CCc1cc2c(nc1CC)CCN(CC/C(C)=N/OC[C@H]1O[C@H](c3ccccc3)C=C[C@@H]1Oc1ccc(OC)cc1)C2	-3	8	1435	-6	0	-4.7*	0.7	-8	104	2	-1
COc1ccc(C2=NNC(c3ccco3)=Nc3ccc(F)cc32)cc1	5	-3	1607	4	2	0.35	0.4	15	91	2	8
COc1ccc(OCC(=O)N2CCN(C(=O)c3cccc(F)c3)CC2)cc1	0	-6	1643	3	6	0.5	-0.3	0	106	x	2
COc1ccc(C(=O)NNC(=O)c2ccccn2)cc1	-2	-1	1361	92*	-7	-0.078	0.9	99*	18	-6	-10
CCCCOC(=O)Nc1ccc(N2CCOCC2)cc1	6	4	1435	-23	3	x	1.3	-1	102	14	1
O=C1Nc2cc(Cl)c(Cl)cc2N(O)N1c1ccccc1Cl	1	6	1643	18	7	0.68	3.7	9	96	-16	1
COc1cc(NC(=O)CCN2CCN(Cc3ccccc3)CC2)cc(OC)c1	-1	-2	1679	-1	3	-0.041	-0.5	0	100	x	5
Cc1ccc2nc(N(CCCN(C)C)C(=O)c3ccc4c(c3)CCCC4)sc2c1	13	-7	1619	-5	3	-0.74	0.9	-1	100	-13	2
COC(=O)c1cc(C#N)c(SCc2ccccc2)nc1C	2	-4	1572	-8	6	0.74	1.3	-3	102	x	-1
Cc1nnc(SCc2cccc3ccccc23)n(N)c1=O	1	-3	1358	-1	-1	x	4.1	1	98	-11	5
COc1ccc(-c2csc(N(C)C(=O)c3cccs3)n2)cc1	1	-1	1749	-36	1	-0.24	4.6	13	92	2	2
Cc1cccc(Oc2ccccc2N)c1	6	0	1530	-8	6	-0.28	-0.6	-8	105	x	-2
CN(C)c1ccc(NC(=O)c2ccncc2)c2ccccc12	6	10	1738	-1	2	x	3.2	6	99	-16	-3
O=S(=O)(Nc1ccc(O)c(Sc2nc3ccccc3s2)c1)c1cccc2ccccc12	0	-10	1582	-1	-1	x	5.7	-14	107	-27	-1
CCCC(=O)Nc1ccc(C(=O)N2CCCC2)cc1	6	3	1393	-2	6	x	-0.2	5	99	-32	-4
CCC(=O)c1cn(CC(=O)NCc2ccco2)c2ccccc12	3	0	1534	-3	0	-0.27	0.3	-2	102	x	0
O=C(C1=C[C@H](c2ccc(C(F)(F)F)cc2)C[C@H](OCc2ccc(CO)cc2)O1)N1CCCCCCC1	6	-10	1563	0	-3	x	8.3	x	x	-3	5
COc1ccc(NC(=O)Cn2c(=O)n(CC3CCCO3)c(=O)c3ccccc32)c(OC)c1 (stereo not drawn)	-4	1	1429	6	-6	0.16	5.2	-2	103	-12	-8
COc1cccc(-c2cc(=O)c3cc(NC(=O)c4ccc(Cl)cc4)ccc3[nH]2)c1	2	3	1522	8	3	1.9	2.4	-5	102	1	5
Cc1nnc(SCC(=O)Nc2cccc(C(F)(F)F)c2)n1Cc1ccco1	10	-4	1443	-2	-5	-0.38	1.2	4	102	-31	-3
CCn1cc(C(=O)N2CCN(c3ccc(F)cc3)CC2)c2cc(OC)c(OC)cc2c1=O	0	3	1626	-2	0	-0.32	-0.8	6	101	-24	5
O=C1C2C3c4ccccc4C(c4ccccc43)C2C(=O)N1Cc1cccnc1 (stereo not drawn)	-1	-7	1362	4	8	-0.037	0.8	-3	103	x	4
COc1ccc(NC(=O)c2ccc(COc3ccc(C)cc3)o2)cc1	8	-15	1615	-32	3	-0.0059	8.4	3	103	18	8
COc1ccc(C=Nc2cccc3c(=O)[nH][nH]c(=O)c23)c2ccccc12	-3	-2	1681	-4	0	-0.32	1.9	-3	103	x	-4
CC(=O)NC12CC3CC(CC(CC(=O)O)(C3)C1)C2	0	-3	1657	2	-5	1.2	0.0	0	99	x	6
CCOC(=O)Cc1c(Sc2ccccc2)c2cc(C)ccc2n1C	4	0	1533	2	3	x	2.1	-11	106	14	-10
c1cc2c(cc1-c1cnc3n1CCC3)OCCO2	-3	13	1521	-5	-4	-0.37	0.8	18	88	22	2
CN(C)C(=O)COC(=O)c1ccccc1OCC(=O)Nc1ccc(SC(F)F)cc1	13	7	1535	-8	0	-2.1	1.7	13	88	-5	1
Cc1cccnc1NC(=O)Nc1cccc(C(F)(F)F)c1	-2	4	1394	2	-5	-0.59	0.4	-8	109	11	-1
Cn1c(CNC(=O)c2ccco2)nnc1SCC(=O)Nc1cccc(F)c1	-1	7	1454	0	1	-0.58	1.1	8	99	1	-2
O=C(COc1ccc(Cl)cc1)Nc1ccccc1N1CCOCC1	4	-1	1543	-6	-12	-0.035	2.7	12	94	-5	7
CCS(=O)(=O)N1CCN(c2ccccn2)CC1	2	-9	1542	1	-7	x	0.9	0	101	x	1
COc1ccc(N2C(=O)C3CCCN3C2c2ccccc2F)cc1 (stereo not drawn)	0	-10	1702	-5	-3	x	3.0	18	92	-30	12

The closing 4 records of the part above lead into the next:
SMILES	PPARg SRC2 recr	TLR4-MyD88 BLA	SRC2 TRFRET art	STAT1 inh	PPARg SRC3 recr	ROMK mod	RAM inhibit	STAT3 blocker	STAT3 act	S1P3 antag	PPARg SRC-1 ag
Cn1c(CNC(=O)c2ccco2)nnc1SCC(=O)Nc1cccc(F)c1	-1	7	1454	0	1	-0.58	1.1	8	99	1	-2
O=C(COc1ccc(Cl)cc1)Nc1ccccc1N1CCOCC1	4	-1	1543	-6	-12	-0.035	2.7	12	94	-5	7
CCS(=O)(=O)N1CCN(c2ccccn2)CC1	2	-9	1542	1	-7	x	0.9	0	101	x	1
COc1ccc(N2C(=O)C3CCCN3C2c2ccccc2F)cc1 (stereo not drawn)	0	-10	1702	-5	-3	x	3.0	18	92	-30	12
O=C(Nc1cc(C(F)(F)F)ccc1-n1cnc2ccccc21)c1ccccc1	3	1	1722	0	0	x	1.7	-5	106	-7	5
CCN(CC(O)CON=C1c2ccccc2-c2ccccc21)S(=O)(=O)c1ccc(C)cc1 (stereo not drawn)	-1	-2	1627	-5	3	x	15*	-6	108	-15	12
COc1cccc(-c2[nH]nc3c2C(c2ccc(C)o2)C(C#N)=C(N)O3)c1 (stereo not drawn)	11	5	1660	-1	5	x	1.0	8	96	x	2
CCN1CCN(C(=O)c2oc(=O)c3ccccc3c2-c2ccc(C)cc2)CC1	3	5	1562	-3	1	x	-0.3	-5	104	-21	4
O=C(O)c1cc(N/N=C2/CC(c3ccccc3)Oc3ccccc32)ccc1Cl (stereo not drawn)	-8	0	1514	-26	2	0.3	1.4	-12	107	-19	2
O=C(CSc1nnc(-c2cccnc2)n1Cc1ccco1)NCc1ccc2c(c1)OCO2	8	6	1414	1	-8	x	3.0	-10	108	-12	8
